Screens (PubChem BioAssay)
LANA DNA inh: inhibitors of KSHV LANA C-terminal domain DNA binding | MBP-C-LANA/FAM-LBS DNA binding, fluorescence polarization | inhibition, % at 9 µM | actives 0.078% (n = 340,000);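 active means highest replicate inhibition at or above 60% at 9 µM, even if other replicates fall short; inactive means all replicates below 60% inhibition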;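 further: 0% = neutral control wells and 100% = 4 µM acridine orange control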
Rtt109 HAT inh: blocks Candida albicans Rtt109/Vps75 acetyltransferase activity; actives 0.16% (n = 330,000); Q5AAJ8; purified Rtt109/Vps75, ThioGlo CoA-SH fluorescence, 4 h; inhibition, % at 34.9 µM;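 active means inhibition of at least 50% in every replicate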
dFosB activator: activators of mouse delta FosB homodimer | P13346 | purified delta FosB, TAMRA-CDK5 oligo fluorescence polarization; percent of positive-control signal above neutral wells | activation, % at 25 µM | actives 0.99% (n = 340,000) | AID 493131;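 active means mean activation above about 17%, with every replicate also reaching it, limit read from the data, passing the limit was not always enough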;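 further: fluorescence polarization rise as delta FosB binds a TAMRA Cdk5 AP-1 oligo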
Target sequence (P13346 whole entry, looked up): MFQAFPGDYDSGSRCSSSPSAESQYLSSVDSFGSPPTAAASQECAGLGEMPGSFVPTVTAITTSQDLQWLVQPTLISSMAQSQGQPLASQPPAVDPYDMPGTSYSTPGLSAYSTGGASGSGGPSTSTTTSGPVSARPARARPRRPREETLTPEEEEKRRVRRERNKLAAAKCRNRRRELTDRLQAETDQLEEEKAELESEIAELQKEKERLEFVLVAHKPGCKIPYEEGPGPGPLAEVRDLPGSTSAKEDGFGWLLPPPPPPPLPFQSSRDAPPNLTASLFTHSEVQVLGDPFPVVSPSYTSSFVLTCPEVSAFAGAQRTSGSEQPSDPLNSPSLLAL
Mot1-301 SUMO: inhibitors of SUMOylation pathway: yeast Mot1-301 growth rescue. S. cerevisiae Mot1-301 growth rescue, ATP luminescence, 38.5C; percent above DMSO median, 100 means doubled. growth rescue, % at 18.8 µM. actives 1% (n = 320,000);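 active means every valid replicate shows activation above 250% relative to neutral control wells; inactive means the rest, any valid replicate at or below 250%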;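 further: OY570 slx delta 5 strain wells were the positive control but not used for scaling; some compounds called inactive have numbers as strong as hits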
RTF Ca sens inh: cardiac RTF calcium desensitization; AID 493244; inhibition, % at 7.15 µM; actives 0.12% (n = 340,000); IANBD-labeled cardiac RTF, Ca2+ fluorescence;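 active means inhibition above the mean inhibition of all tested compounds plus 3 SD, cut at about 17% in these data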;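 further: assay run at fixed EC70 calcium of 1.6 mM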
PvdQ inh: P. aeruginosa PvdQ acylase inhibition. purified PvdQ acylase, fluorescence plate reader. inhibition, % at 10 µM. actives 0.063% (n = 340,000). AID 488965; in the data active means inhibition above about 30%, passing the limit was not always enough;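 further: 0% = vehicle neutral wells and 100% = reference inhibitor wells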
PfHsp90 yeast 2: inhibits growth of yeast expressing Plasmodium falciparum Hsp90 | inhibition, % at 9.4 µM | S. cerevisiae expressing PfHsp90, BacTiter-Glo ATP, 48 h; yeast lacking PDR1 and PDR3 efflux regulators | actives 0.32% (n = 310,000);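 active means every replicate shows inhibition above about 80%, whatever the replicate mean, limit read from the data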;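 further: 0% = DMSO neutral controls and 100% = 20 µM radicicol positive controls; yeast relying on Plasmodium falciparum Hsp90 in place of its own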
CDK5 inh: blocks human CDK5/p35 kinase activity | Q00535+Q15078 | Recombinant CDK5/p35, ADP-Glo luminescence, 60 min | inhibition, % at 10 µM | actives 0.01% (n = 330,000) | AID 488839;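 active means highest replicate inhibition of at least 50% and at least 75% of replicates reaching 50%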;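 further: plate controls were DMSO neutral control for no effect and GW8510 at 10 µM for full effect; many of its hits are not listed in these tables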
Keap1 Nrf2 FP: inhibitors of human Keap1-Nrf2 protein-protein interaction; Q14145; Keap1 Kelch-Nrf2 peptide fluorescence polarization, 1536-well; AID 504523; actives 0.15% (n = 340,000); inhibition, % at 9.4 µM; in the data active means inhibition above about 12%;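 further: human Keap1 Kelch domain with fluorescein labeled Nrf2 9mer peptide probe; 0% = neutral control wells and 100% = peptide positive control; higher means more block of Keap1 binding to Nrf2 peptide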
Target sequence (Q14145 whole entry, looked up, the tested form may be a part): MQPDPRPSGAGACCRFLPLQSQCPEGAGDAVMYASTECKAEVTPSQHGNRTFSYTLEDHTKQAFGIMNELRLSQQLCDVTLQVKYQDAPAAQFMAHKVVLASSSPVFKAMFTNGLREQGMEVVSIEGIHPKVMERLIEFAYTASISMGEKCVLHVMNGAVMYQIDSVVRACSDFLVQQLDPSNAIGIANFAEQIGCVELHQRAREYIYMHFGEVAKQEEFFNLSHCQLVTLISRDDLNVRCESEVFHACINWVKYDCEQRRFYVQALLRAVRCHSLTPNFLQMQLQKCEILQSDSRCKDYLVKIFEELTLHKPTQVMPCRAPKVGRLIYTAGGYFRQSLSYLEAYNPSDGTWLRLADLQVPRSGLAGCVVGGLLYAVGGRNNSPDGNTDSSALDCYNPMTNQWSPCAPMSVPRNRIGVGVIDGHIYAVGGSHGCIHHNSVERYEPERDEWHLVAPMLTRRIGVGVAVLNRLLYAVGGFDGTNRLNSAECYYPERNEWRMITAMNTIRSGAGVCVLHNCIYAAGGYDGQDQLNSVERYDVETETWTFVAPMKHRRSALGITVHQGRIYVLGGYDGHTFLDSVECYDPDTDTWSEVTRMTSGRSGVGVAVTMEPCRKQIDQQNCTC
RTF Ca sens act: increases calcium sensitivity of human cardiac regulated thin filaments; P19429+P45379; IANBD-labeled TnC RTF fluorescence at EC20 calcium; 0% EC20 calcium, 100% full calcium; activation, % at 7.2 µM; actives 0.24% (n = 340,000); AID 493008;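 active means activation above the mean over all tested compounds plus 3 SD, cut at about 30% in these data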;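 further: rise in fluorescence read as greater calcium sensitivity of cardiac thin filaments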
NSD2 HMT inh: NSD2 (human) methyltransferase inhibition; O96028; actives 0.54% (n = 310,000); NSD2 peptide methylation, AlphaScreen, 120 min; inhibition, % at 12.5 µM; in the data active means inhibition above about 50%
* marks the source's active call; other numbers are inactive results; · = not tested or not shown.

SMILES	LANA DNA inh	Rtt109 HAT inh	dFosB activator	Mot1-301 SUMO	RTF Ca sens inh	PvdQ inh	PfHsp90 yeast 2	CDK5 inh	Keap1 Nrf2 FP	RTF Ca sens act	NSD2 HMT inh
O=C(Nc1csnn1)OCc1ccccc1	-3.4	7	-2	·	-3	-14	-5	-0.6	-4	1	0
COc1ccccc1CCNC(=O)C(=O)NCC1OCCN1S(=O)(=O)c1ccc([N+](=O)[O-])cc1 (centres undefined)	-0.5	2	-13	149	-2	-13	1	1.1	-2	-1	30
COc1ccc2c(c1OC)C(=O)OC2N1C(=O)CC[C@H]1C(=O)Nc1ccc2c(c1)OCO2 (some centres undefined)	0.3	2	7	5	1	-4	-11	1.1	-4	11	·
CC(NS(=O)(=O)c1ccc2c(c1)c(=O)n(C)c(=O)n2C)C(=O)NC1CCCCC1 (centres undefined)	1.4	-1	-3	-7	-3	9	7	1.0	0	-2	-3
COCCn1c(COc2cccc(OC)c2)nnc1SCC(=O)NC1CCCCC1	0.2	-1	3	-3	-1	0	8	0.7	-7	-3	4
NC(=O)c1ccccc1-c1nc(-c2ccccc2)no1	1.6	-8	-4	-11	-5	-16	·	-2.4	-1	5	1
Cc1ccccc1NC(=O)CC(C)S(=O)(=O)c1ccc2c(c1)NC(=O)CO2 (centres undefined)	0.2	9	-4	134	0	-2	6	0.4	-2	5	-1
CCOC(=O)c1c(NC(=O)CCCC(=O)O)sc2c1CCC2	-0.1	-2	4	-23	-9	-14	7	-1.1	2	-1	0
O=C(CSc1nccn1Cc1ccc(F)cc1)NC1CCCC1	-1.7	-3	-3	5	-4	-13	-27	0.4	-4	-2	-1
O=C(c1ccc(Cl)cc1)C1CCN(C(=O)c2ccc(F)cc2)CC1	2.9	2	-8	20	-2	-9	-22	-2.3	-2	-1	-1
Cc1coc2c(C)c3oc(=O)c(CC(=O)N[C@@H](CC(C)C)C(=O)O)c(C)c3cc12	2.0	5	-8	-2	4	7	·	1.5	-1	0	-1
CCCc1ccc(OCc2ccccc2)c2c(=O)cc(C(=O)OCC)oc12	1.8	-2	-11	5	-1	-9	-8	-0.5	0	12	-2
Cc1ccc(CC2CC(=O)N(c3cc(C)ccc3C)C2=O)cc1 (centres undefined)	1.8	-6	2	-12	-12	-4	-2	-0.1	2	7	-7
CCN(C(=O)c1ccc(NC(=O)Cc2ccccc2)cc1)c1ccccc1	-2.3	4	-14	14	1	-11	-1	2.1	5	-2	0
O=S(=O)(c1ccc2ccccc2c1)N1CCNCC1	-0.7	-10	-4	3	-3	-5	-6	0.7	-1	2	·
CS(=O)(=O)c1cnc(-c2ccccc2)nc1Sc1ccc(F)cc1	2.4	-2	-7	-6	-2	-17	-28	-1.3	-1	0	-4
CCOc1ccc2ncc(S(=O)(=O)c3ccc(C)cc3)c(N3CCC4(CC3)OCCO4)c2c1	0.9	0	-17	-13	-7	-9	6	-4.9	-3	14	1
COc1ccc(OC)c(S(=O)(=O)N2CCC(C(=O)NC3CCCC3)CC2)c1	-1.6	-17	-1	4	4	-11	23	-1.7	-5	-4	0
C(=N\N1CCOCC1)/c1cccs1	-0.7	14	6	-31	-24	-21	0	·	-3	-8	-1
Cc1cc2oc(=O)cc(CSc3nnc(C)n3N)c2cc1C(C)C	1.8	5	1	1	-3	17	11	0.3	-4	2	·
COc1ccc(OC)c2sc(NNC(=O)COc3ccccc3)nc12	-1.5	2	-4	·	-11	-15	-48	2.9	-8	3	-1
CCOC(=O)Cc1csc(NC(=O)c2cccnc2)n1	3.1	-4	-1	-17	-7	-6	·	1.1	4	0	-2
Cc1cc(C)cc(N(C(=O)CNC(=O)c2ccco2)C(C(=O)NC2CCCC2)c2ccncc2)c1 (centres undefined)	-0.1	-5	-3	15	-6	-9	-21	0.6	4	-2	·
O=C(COc1ccc(Cl)cc1)Nc1ccc2c(c1)OCO2	0.3	4	-2	13	-17	-5	13	1.5	-2	1	-6
O=C(NCc1ccc(Cl)cc1)c1cc2c(s1)CS(=O)(=O)C2	1.9	33	-6	287	-6	7	-11	0.3	-10	-1	-7

Some of the entries above, reformatted.
COc1ccc(OC)c(S(=O)(=O)N2CCC(C(=O)NC3CCCC3)CC2)c1
  LANA DNA inh: -1.6; Rtt109 HAT inh: -17; dFosB activator: -1; Mot1-301 SUMO: 4; RTF Ca sens inh: 4; PvdQ inh: -11; PfHsp90 yeast 2: 23; CDK5 inh: -1.7; Keap1 Nrf2 FP: -5; RTF Ca sens act: -4; NSD2 HMT inh: 0

C(=N\N1CCOCC1)/c1cccs1
  LANA DNA inh: -0.7; Rtt109 HAT inh: 14; dFosB activator: 6; Mot1-301 SUMO: -31; RTF Ca sens inh: -24; PvdQ inh: -21; PfHsp90 yeast 2: 0; CDK5 inh: ·; Keap1 Nrf2 FP: -3; RTF Ca sens act: -8; NSD2 HMT inh: -1

Cc1cc2oc(=O)cc(CSc3nnc(C)n3N)c2cc1C(C)C
  LANA DNA inh: 1.8; Rtt109 HAT inh: 5; dFosB activator: 1; Mot1-301 SUMO: 1; RTF Ca sens inh: -3; PvdQ inh: 17; PfHsp90 yeast 2: 11; CDK5 inh: 0.3; Keap1 Nrf2 FP: -4; RTF Ca sens act: 2; NSD2 HMT inh: ·

Back to the main list, repeating the 5 entries before the break.
SMILES	LANA DNA inh	Rtt109 HAT inh	dFosB activator	Mot1-301 SUMO	RTF Ca sens inh	PvdQ inh	PfHsp90 yeast 2	CDK5 inh	Keap1 Nrf2 FP	RTF Ca sens act	NSD2 HMT inh
COc1ccc(OC)c2sc(NNC(=O)COc3ccccc3)nc12	-1.5	2	-4	·	-11	-15	-48	2.9	-8	3	-1
CCOC(=O)Cc1csc(NC(=O)c2cccnc2)n1	3.1	-4	-1	-17	-7	-6	·	1.1	4	0	-2
Cc1cc(C)cc(N(C(=O)CNC(=O)c2ccco2)C(C(=O)NC2CCCC2)c2ccncc2)c1 (centres undefined)	-0.1	-5	-3	15	-6	-9	-21	0.6	4	-2	·
O=C(COc1ccc(Cl)cc1)Nc1ccc2c(c1)OCO2	0.3	4	-2	13	-17	-5	13	1.5	-2	1	-6
O=C(NCc1ccc(Cl)cc1)c1cc2c(s1)CS(=O)(=O)C2	1.9	33	-6	287	-6	7	-11	0.3	-10	-1	-7
O=C(Cc1csc(NC(=O)Nc2ccc(Cl)cc2)n1)NCc1ccccn1	0.0	5	-12	7	-8	-19	-14	1.3	-3	2	1
O=S(=O)(c1ccc(-c2csc(Nc3ccc(Br)cc3)n2)cc1)N1CCCC1	1.1	-7	1	-7	-1	-7	2	-1.9	-3	3	28
CCOc1ccc(C(C(=O)NC(C)(C)C)N(CCOC)C(=O)CCC(=O)Nc2ccccn2)cc1 (centres undefined)	0.4	3	-3	-17	-15	-11	6	0.3	-1	-3	0
COc1ccccc1N1CCN(C(=O)C(CC(C)C)NC(=O)C2CCCCC2)CC1 (centres undefined)	1.9	5	-10	32	-1	-14	-42	-0.6	1	8	1
O=C(c1cc(COc2ccc(F)cc2Cl)on1)N1CCC(c2ccncc2)CC1	-1.0	3	-16	-26	-4	-13	-26	-4.8	-5	-2	-4
CSc1ccc(S(=O)(=O)N2CCC(C(=O)NCc3cccnc3)CC2)cc1	0.1	2	-6	5	-11	4	18	1.2	7	1	-2
COC(=O)Cc1ccc(NC(=S)N2CCN(c3ccccn3)CC2)cc1	0.2	2	5	10	-10	-12	-7	-0.1	-2	-2	-1
O=C1CSC(c2c(F)cccc2Cl)N1c1cccc(F)c1 (centres undefined)	1.0	-4	-3	-4	-1	7	·	0.5	0	-1	-1
Cc1ccc(COC(=O)c2ccc3c(c2)C(=O)N(CCCN2CCOCC2)C3=O)cc1	0.2	-7	-3	-10	-3	2	-19	-1.4	2	1	0
COc1cc2[nH]c(=S)nc(NCCCOC(C)C)c2cc1OC	-1.1	-2	-8	·	7	-16	-152	0.8	-15	-1	1
CC(C)Sc1nc2sc(-c3ccccc3)cc2c(=O)n1N	0.5	-6	-4	-8	-4	-11	-7	0.9	4	5	9
COc1ccc(/C=C/C(=O)Oc2ccc(C=O)cc2OC)cc1	-0.7	2	-11	0	-3	-11	5	0.3	2	-3	-1
CCn1c(SC(C)C(=O)Nc2nnc(C)s2)nnc1-c1ccco1 (centres undefined)	-1.3	6	-7	3	-16	-13	-38	-1.5	-7	0	-3
CCN(CC(=O)Nc1c(F)cccc1F)C(=O)c1ccc2c(=O)n3c(nc2c1)CCC3	0.7	-2	-1	·	-3	6	·	0.3	-1	-1	-2
COc1cccc(-c2csc(N3CCN(S(=O)(=O)c4ccc(F)cc4)CC3)n2)c1	-1.2	1	-14	16	-10	-10	4	-0.3	-4	1	-3
CCSC(=S)Nc1c(C)n(C)n(-c2ccccc2)c1=O	3.3	-11	3	8	-11	-8	-39	-8.9	-5	2	24
NC(=O)c1cc(S(=O)(=O)Nc2cccc(Cl)c2)cs1	0.7	-1	1	0	-3	-18	17	0.9	-2	6	-2
Cc1nc(C)c(C(=O)OCC(=O)Nc2cccc(C)c2C)s1	-0.7	-10	-3	6	-4	-7	9	0.1	4	-2	8
CCOc1cc(/C=N\O)cc(Cl)c1OCC	0.6	·	-5	-5	4	3	-130	0.0	0	5	-10
CCCc1cc(=O)[nH]c2nnc(SCC(=O)Nc3cc(C)on3)n12	0.5	-10	0	-2	-14	-12	·	-2.1	3	0	-3
CCOC(=O)NC(=O)/C(C#N)=N\Nc1cccc(Cl)c1	0.6	14	-4	2	4	7	2	1.4	-1	-2	3
CCOC(=O)CN1C(=O)COc2ccc(Cl)cc21	-0.4	3	-4	-19	2	9	·	-2.2	1	0	-1
O=C(NC1CCCC1)c1nc2c(nnn2Cc2ccccc2Cl)c(=O)[nH]1	1.5	2	-4	52	-9	-13	19	-2.1	-3	0	-1
CCCCN(Cc1ccco1)S(=O)(=O)c1ccc(-c2ccc(=O)[nH]n2)s1	1.1	-9	-10	-1	2	7	3	2.6	-4	-4	-1
Nc1nn(S(=O)(=O)c2cccc3nsnc23)cc1-c1ccc(Br)cc1	-0.7	6	-4	-7	-8	-6	-50	0.6	-2	-6	3
Cc1ccc(S(=O)(=O)N2CCN(C(=O)CC(C)n3cncn3)CC2)cc1C (centres undefined)	-1.6	2	-8	158	3	-14	-20	0.6	-1	0	-2
Cn1c(=O)oc2cc(S(=O)(=O)N3CCN(C(=O)c4ccco4)CC3)ccc21	3.1	2	-8	-3	-8	-8	-88	2.6	10	2	-2
COCC(C)n1c(SCc2cc(=O)n3cc(C)ccc3n2)nc2ccccc2c1=O (centres undefined)	-0.3	4	-3	283	2	-6	-7	-0.7	-3	-1	-2
COCc1cc(C)nc2sc(C(=O)N3CCN(c4ccccc4)CC3)c(N)c12	-0.9	6	1	-4	-4	6	-2	-6.0	-1	0	·
